SMN2 splice up = qHTS Assay for Enhancers of SMN2 Splice Variant Expression; HEK293 SMN2-luciferase splicing reporter, luminescence, 30-36 h; 210,000 tested, 2.8% active; Potency, µM (doses to about 46.1 µM), without a hit: at the top dose activity change, positive = activation, most hits filed as activators; further: % of control where 0% means no effect; nearly all actives have a fitted effect of over 55% in size
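qHTS luciferase splicing reporter: luminescence rises when SMN2 exon 7 is included in transfected HEK293 cells. Compound exposure lasted 30-36 h at 37C, with 4.5 mM final sodium butyrate as control, followed by a ONE-Glo read.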
Epigenetic reg = Quantitative High-Throughput Screen for Regulators of Epigenetic Control. murine LDR cells, GFP reporter derepression, 30 h. Potency, µM (highest dose often 53.9 µM), for inactives: top-dose GFP activation, most hits filed as activators. 280,000 tested, 0.2% active. AID 1865, 2009; further: % of control where 0% means no effect; nearly all actives have a fitted effect of over 60% in size
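Murine LDR cells bearing a silenced CMV-driven GFP reporter were exposed to compound for 30 h at 37 C. After PBS washes, GFP-positive cells (20-120 um objects) counted by laser-scanning microplate cytometry.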
* = called active by the depositor; u = inconclusive; [ ] = another dose, or the depositor's remark. The call rests on the fitted dose curve; in most records, active means well fitted curve in the direction sought with a large enough effect; inconclusive means small, poorly fitted or top-dose-only effect, or another doubt; inactive means no such curve, though single readings can be large; an effect the other way counts as inactive or inconclusive. Potency means the concentration at half of the fitted maximal effect. An excerpt; count on the stated rates, not on these rows.

Values run as follows: SMN2 splice up	Epigenetic reg
> CCN1CCN(c2c(S(=O)(=O)c3ccc(OC)cc3)cnc3cc(OC)c(OC)cc23)CC1
  -11.9%	0.0%
> CCCN1CCN(CCCNC(=O)Cn2nc(C)n3c(cc4cc(F)ccc43)c2=O)CC1
  0.1%	0.0%
> COc1ccc(NC(=O)c2oc3ccccc3c2NC(=O)Cc2coc3cc(C)ccc23)cc1
  -0.3%	1.1%
> Fc1ccc(NCc2ccccc2-c2nnc(-c3ccccc3Cl)o2)cc1Cl
  11.2%	0.6%
> CCCc1nnc(NC(=O)Cc2coc3cc(C)cc(C)c23)s1
  -0.1%	0.8%
> CCOC(=O)CC(NC(=O)c1cc2c(=O)n3cccc(C)c3nc2s1)c1ccc(OCC(C)C)c(OC)c1 (stereo not drawn)
  8.9%	-2.8%
> Cc1cc(-c2nc3ccccc3s2)ccc1NC(=O)c1cc(Cl)ccc1Cl
  u	-1.1%
> CCCCOC(=O)c1ccc(NC(=O)CC2NCCNC2=O)cc1 (stereo not drawn)
  10.9%	-1.1%
> COc1ccc(-c2noc(-c3cccc(OC)c3OC)n2)cc1
  12.6µM*	-0.6%
> Cc1ccc(NC(=O)Cn2c(=O)n(CCCCC(=O)NCc3ccccc3Cl)c(=O)c3ccccc32)cc1
  3.5%	u
> Cc1oc2ccc(O)c(CN3CCOCC3)c2c1C(=O)Nc1cccc(C(F)(F)F)c1
  -9.2%	0.0%
> CC1=Nc2cc(C(=O)NC3CCC(C)CC3)ccc2Sc2c(C)ccc(C)c21 (stereo not drawn)
  -20.1%	6.4%
> O=C1CN(C(=O)COc2ccc(Cl)cc2)C(c2ccc(F)cc2)c2cc(Br)ccc2N1 (stereo not drawn)
  -10.4%	-0.2%
> CCn1cc2nc(SCC(=O)Nc3cc(OC)ccc3OC)n(Cc3ccc(Cl)cc3)c(=O)c2n1
  -12.1%	-0.7%
> CCc1ccc(NS(=O)(=O)c2ccc3[nH]cc(C(=O)NCCc4ccccc4)c(=O)c3c2)cc1
  6.8%	1.6%
> Cc1cccc(CSc2ncc(Cl)c(C(=O)Nc3nnc(C)s3)n2)c1
  2.2%	-1.7%
> Cc1ccc(CCNS(=O)(=O)c2ccc3c(c2)CCN3C(=O)CCC(=O)O)cc1
  26.5%	0.0%
> COCCn1c(=O)[nH]c2cc(C(=O)N3CCN(c4ccc(Cl)cc4)CC3)ccc2c1=O
  -1.0%	-1.0%
> COC(=O)Cn1nc(C)c2c(C)n(-c3ccccc3)nc2c1=O
  1.8%	-2.3%
> Cc1ccc(N2CCN(S(=O)(=O)c3ccc(-n4cnnn4)cc3)CC2)c(C)c1
  5.3%	1.7%
> O=S(=O)(c1ccccc1)c1nc(-c2ccccc2)oc1N1CCN(c2cccc(Cl)c2)CC1
  -3.5%	0.0%
> CCNC(=O)CC1C(=O)N(c2ccc(F)cc2)C(=O)N1Cc1ccc(C)cc1 (stereo not drawn)
  -20.3%	-3.2%
> COC(=O)C(CCSC)Nc1ncnc2onc(-c3ccc(F)cc3)c12 (stereo not drawn)
  -9.0%	0.7%
> O=C(Nc1ccc(F)cc1)c1cc2cc3ccc(Cl)cc3nc2o1
  -1.4%	7.7%
> COc1ccc(-c2nc3nc(C)cc(N4CCN(c5cccc(C(F)(F)F)c5)CC4)n3n2)cc1
  -2.0%	-2.6%
> COc1ccc(C(=O)Nc2nc3n(n2)C(c2ccc(Cl)cc2)C=C(c2ccccc2)N3)cc1OC (stereo not drawn)
  -3.4%	-1.0%
> Cc1ccc(NC(=O)CCCn2c3ccccc3c(=O)c3cc(C)ccc32)c(Br)c1
  u	u
> Cc1cccc(Nc2c(-c3ccsc3)nc3nc(C)cc(C)n23)c1
  -7.1%	-1.3%
> COc1ccc(Nc2nc3ccccc3nc2NS(=O)(=O)c2ccc(C)cc2)c(OC)c1
  -2.9%	4.6%
> O=C(NCc1ccc(Cl)cc1)c1ccc2c(Cl)c3c(nc2c1)CCCC3
  -5.7%	-1.1%
> CCc1nn(CC(=O)Nc2ccc(C)c(F)c2)c(=O)c2cc3cc(C)ccc3n12
  -0.6%	1.1%
> CCOc1ccc(OCC)c(NC(=O)C2CCN(S(=O)(=O)c3ccc(Br)s3)CC2)c1
  -2.6%	1.0%
> CCc1ccc(C(=O)CC2(O)C(=O)N(CCc3ccccc3)c3ccc(Br)cc32)cc1 (stereo not drawn)
  -9.6%	4.8%
> CCOc1ccc(-n2nc(CO)c(C(=O)NCc3ccc(Cl)cc3)n2)cc1
  -7.0%	-1.8%
> COc1ccc(-n2nc(C(=O)O)c(=O)n(C)c2=O)cc1
  -3.7%	-1.4%
> O=C(C1CC1)N1CCc2cc(Br)cc(S(=O)(=O)N3CCN(c4cccc(Cl)c4)CC3)c21
  12.1%	-1.4%
> COc1ccc2c(c1)CCc1c(C(=O)Nc3ccccc3C(F)(F)F)noc1-2
  19.5%	0.7%
> Cc1ccc(S(=O)(=O)c2nc(-c3cccs3)oc2N2CCC(C)CC2)cc1
  -15.4%	4.7%
> COc1ccc(NC(=O)c2oc3ccccc3c2NC(=O)C2CCCCC2)c(OC)c1
  -2.5%	-3.1%
> CC(C(=O)Nc1cccc(C#N)c1)n1nc(-c2ccccc2)c2c(c1=O)CCCC2 (stereo not drawn)
  -6.1%	5.3%
> CCn1cc(C(=O)NCc2ccccc2)c(=O)c2cc(S(=O)(=O)N3CCOCC3)ccc21
  3.4%	5.7%
> O=C1C2=C(Nc3ccccc3SC2c2ccc(Cl)c(Cl)c2)c2ccccc21 (stereo not drawn)
  -3.1%	-1.1%
> O=C(C1CCCN(S(=O)(=O)c2cccs2)C1)N1CCN(c2ccccc2F)CC1 (stereo not drawn)
  -28.9%	-0.9%
> COc1ccc(-n2c(=O)c3c4c(sc3n(C)c2=O)CN(C(C)=O)CC4)cc1
  -3.3%	0.0%
> COc1ccc(NC(=O)CC2C(=O)N(c3ccc(C)cc3)C(=O)N2C2CCCCC2)cc1 (stereo not drawn)
  -14.6%	-4.0%
> O=C(CCc1nc2cccnc2n1Cc1cccs1)Nc1cccc(Cl)c1
  -9.4%	-6.0%
> Cc1ccc2c(c1)C(c1ccccc1)N(C(=O)Cc1ccc(F)cc1)CC(=O)N2 (stereo not drawn)
  0.6%	2.7%
> Cc1ccc(COc2ccc(-c3cc(C(F)(F)F)n4nc(C)cc4n3)cc2)cc1
  -4.6%	5.4%
> COc1cc(NC(=O)c2nn(-c3ccc(C)cc3)c(=O)c3c2c2ccccc2n3C)cc(OC)c1OC
  -1.1%	0.4%
> CCN(CCCNC(=O)Cn1ncc2c3ccccc3n(C)c2c1=O)Cc1ccccc1
  -14.9%	-5.1%

Gathered by group, the compounds so far with an aryl thioether with sulfur outside any ring
Values run as follows: SMN2 splice up	Epigenetic reg
> CCn1cc2nc(SCC(=O)Nc3cc(OC)ccc3OC)n(Cc3ccc(Cl)cc3)c(=O)c2n1
  -12.1%	-0.7%
> Cc1cccc(CSc2ncc(Cl)c(C(=O)Nc3nnc(C)s3)n2)c1
  2.2%	-1.7%

Next section:
structure | SMN2 splice up | Epigenetic reg
COc1cc(Cl)c(C)cc1NC(=O)CCc1c(C)nc2c3cccnc3nn2c1C | 2.9% | -1.5%
COc1cccc(-c2ccc3c(N)c(C(=O)c4ccc(Cl)cc4)sc3n2)c1 | -6.9% | u
COC(=O)CN1C(=O)C(O)(CC(=O)c2ccc(F)cc2)c2ccccc21 (stereo not drawn) | 1.5% | 1.4%
CC1CCN(C(=O)c2ccc3c(c2)N(Cc2ccccc2F)C(=O)c2ccccc2S3(=O)=O)CC1 | -1.2% | 0.0%
CN(C(=O)c1cc2nc(-c3ccco3)cc(C(F)(F)F)n2n1)c1ccc(OC(F)(F)Cl)cc1 | 5.8% | 1.1%
Fc1ccc(Nc2nc3nonc3nc2Nc2cccc(C(F)(F)F)c2)cc1 | -64.5%[inhibitor] | -2.6%
CCc1cccc(CC)c1NC(=O)c1c(C)oc2ccc(O)c(CN3CCN(C)CC3)c12 | -1.9% | -1.9%
CCCOC(=O)c1c(NC(=O)c2cc3nc(-c4ccc(OC)cc4)cc(C(F)(F)F)n3n2)sc2c1CCCC2 | -0.8% | -1.6%
CCOC(=O)c1cc(NC(=O)c2ccccc2)c(=O)n2c1oc1ccc(Cl)cc12 | 3.6% | 1.0%
CC(=O)c1ccc(NC(=O)c2cc(-c3ccc(C)s3)nc3ccccc23)cc1 | -2.4% | 3.0%

Fetched one by one from the list above (2):
structure | SMN2 splice up | Epigenetic reg
COC(=O)CN1C(=O)C(O)(CC(=O)c2ccc(F)cc2)c2ccccc21 (stereo not drawn) | 1.5% | 1.4%
CN(C(=O)c1cc2nc(-c3ccco3)cc(C(F)(F)F)n2n1)c1ccc(OC(F)(F)Cl)cc1 | 5.8% | 1.1%

(list continues)
structure | SMN2 splice up | Epigenetic reg
CCOc1ccc(/C=C/c2nc(C#N)c(NCCc3ccccc3)o2)cc1 | -1.1% | 3.2%
Cc1ccc(-c2cnc(NCc3ccc(C(F)(F)F)cc3)n2C)cc1 | -9.4% | -1.1%
Cc1c(Cl)cccc1NC(=O)CCS(=O)(=O)c1ccc(Br)s1 | -0.1% | 0.0%
CCOC(=O)N1CCc2c(sc3c2C(=O)NC(c2ccccc2F)N3)C1 (stereo not drawn) | -2.8% | 1.9%
CCOC(=O)c1ccc(NC(=O)C2Cc3ccccc3C(=O)O2)cc1 (stereo not drawn) | 10.3% | 2.8%
Cc1nc2c(-c3ccc(F)cc3)c(C)nn2c(C)c1CCC(=O)NCc1cccc(Cl)c1 | -7.3% | -1.1%
COc1ccc(CCNC(=O)CCc2c(C)c3cc4c(C)coc4cc3oc2=O)cc1 | 18.3% | 11.1%
CCC(C)c1ccccc1OCC(=O)Nc1ccc(S(=O)(=O)Nc2cc(C)on2)cc1 (stereo not drawn) | 7.8% | -1.0%
Cc1ccc(NC(=O)c2ccc(-c3cccc(Cl)c3C)o2)cc1 | -19.3% | -1.6%
CCn1cc(C(=O)N(C)Cc2ccccc2)c(=O)c2cc(S(=O)(=O)N3CCc4ccccc4C3)ccc21 | 11.8% | -0.8%
CC(CNC(=O)C1CCN(C(=O)c2cc3sccc3n2C)CC1)c1ccccc1 (stereo not drawn) | u | 3.8%
Clc1ccccc1Cn1cccc1C1=NC(Cc2ccccc2)CO1 (stereo not drawn) | -25.6% | -0.2%
COC(=O)c1ccccc1NC(=O)CCCn1c(C)c2cnn(-c3ccccc3)c(=O)c2c1C | 2.5% | -2.3%
N#C/C(=C\c1c(Oc2ccc(F)cc2)nc2ccccn2c1=O)c1nc2ccccc2s1 | 7.7% | -1.0%
Cn1nc(-c2ccc(C(=O)Nc3cccc(C(F)(F)F)c3)cc2)c2ccccc2c1=O | 9.2% | 5.8%
Cc1noc(C)c1S(=O)(=O)N1CCC(C(=O)Nc2ccc(Br)cc2)CC1 | -5.1% | 3.1%
Fc1cccc(-n2ncc3c2ncn2nc(-c4ccccc4Cl)nc32)c1 | 11.6% | 1.9%
CCCN(CCC)C(=O)Cn1c(=O)n(CCCCCC(=O)NCc2ccccc2Cl)c(=O)c2sccc21 | 4.8% | -0.9%
COc1cc2c(=O)n(CCC(=O)NCC3CCCO3)c(=O)n(CC(=O)Nc3ccc(C)cc3)c2cc1OC (stereo not drawn) | 2.9% | 10.3%
CCc1cc2c(cc3c(=O)n(CCCC(=O)NCc4cccc(Br)c4)ncn32)s1 | 5.2% | 2.4%
Cc1ccc(C)c(N2CCN(CCCNC(=O)c3ccc4nc(N5CCC(C)CC5)sc4c3)CC2)c1 | -0.8% | 2.5%
COc1cccc(CNCCSc2nnnn2C)c1OCc1ccc(Cl)cc1 | -34.6%[inhibitor] | -0.2%
COc1cccc(CNC(=O)c2cc3c(-c4ccccc4F)nn(C)c3s2)c1 | -24.7% | -0.8%
Cc1cccn2c(=O)c3cc(C(=O)NC(C)c4ccccc4)c(=N)n(CCOCCO)c3nc12 (stereo not drawn) | -7.3% | 0.4%
Cc1c2cnn(-c3ccccc3)c(=O)c2c(C)n1CC(=O)NCCc1ccc(Cl)cc1 | 9.2% | 1.6%
CCOC(=O)c1cnc2cc(F)c(F)cc2c1Nc1ccccc1O | -5.1% | 2.2%
CCOC(=O)c1nc(Nc2ccc(C(=O)OCC(C)C)cc2)c2ccccc2n1 | -11.1% | 4.2%
CCOc1ccccc1NC(=O)Cn1c(=O)n(CCC(C)C)c(=O)c2cccnc21 | -2.4% | 2.7%
CCCCn1cc(S(=O)(=O)c2ccc(OC)cc2)c(=O)c2cc(CC)ccc21 | -1.1% | -0.8%
COc1ccc(NC(=O)c2ccco2)cc1NC(=O)c1c(OC)cccc1OC | 2.8% | 0.0%
COc1ccc(Nc2c3c(nc4nncn24)CCC3)cc1Cl | -9.0% | -1.2%
Cc1cc(C)cc(-n2ccn3cnnc3c2=O)c1 | -4.7% | -0.9%
CC(C)c1ccc(NC(=O)c2ccc3c(c2)CCCN3S(C)(=O)=O)cc1 | -43.2%[inhibitor] | -1.7%
COCCCNC(=O)c1sc2nc(C)c(C(=O)Nc3ccc(C)cc3C)c(-c3ccccc3Cl)c2c1N | -11.6% | 1.4%
CCc1ccccc1NC(=O)c1nn(-c2ccc(C)cc2)c(=O)c2c1c1ccccc1n2C | 2.9% | 9.6%
CCc1c(C)nc2nncn2c1NCc1ccccc1 | -35.4%[inhibitor] | -1.5%
COc1ccc(Cn2c(CCC(=O)NCc3cccc(Cl)c3)nc3cccnc32)cc1 | 5.4% | -2.3%

Screens (PubChem BioAssay)
